Abeta yeast res: A-beta toxicity reversal in yeast. yeast expressing A-beta42, growth rescue, OD600, 48 h; response scale: 0% DMSO, 100% iron-clioquinol control. Potency, µM (doses to about 46.1 µM), without a hit: at the highest dose growth rescue, usual class: activators. 410,000 tested, 0.063% active; further: nearly all actives have a fitted effect of over 55% in size
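Yeast A-beta toxicity model in growth medium with pinned compounds, 48 h at 30 C; growth read as absorbance at 600 nm. Normalized to FeCl3/clioquinol equimolar mix (positive) and DMSO (negative).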
FUS yeast rescue: FUS proteinopathy suppression in yeast; S. cerevisiae FUS-expressing, growth rescue, OD600, 24 h; Potency, µM (top dose mostly 76.6 µM), without a hit: at the highest dose growth rescue (activation), usual class: activators; 390,000 tested, 0.24% active; AID 1347120;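 further: plate controls were DMSO vehicle for no effect and reference control for full effect; nearly all actives have a fitted effect of over 55% in size; some results filed as inactive show a strong effect at the top dose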
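Steps: raffinose overnight preculture; dilution to OD 0.005 in 2% galactose minimal medium; compound addition (concentration series); 24hr at 30C, 99% humidity; absorbance read at 600 nm.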
* hit, by the source's call; ? = inconclusive; / = no result given; [ ] = another dose, or the depositor's remark. The call rests on the fitted dose curve; in most records, active means well fitted activation curve with a large enough effect; inconclusive means small, poorly fitted or top-dose-only effect; inactive means no such curve, though single readings can be large or run the other way. Potency means the concentration at half of the fitted maximal effect. Only part of the results is shown, so the mix of outcomes need not match the whole.

SMILES | Abeta yeast res | FUS yeast rescue
CC(=O)N1c2ccccc2C(c2ccccc2)=NCC1C(=O)NCc1ccccc1 (configuration not stated) | / | -7%
S=P(c1ccccc1)(c1ccccc1)c1c[n+](Cc2ccccc2)c2ccccn12 | / | 10%
O=C(O)c1cc2ccccc2n1C1CCN(Cc2ccccc2)CC1 | / | -21%
COc1cc2c(c3oc4cccc(O)c4c(=O)c13)[C@@H]1C=CO[C@@H]1O2 | / | -25%
Brc1csc(N2CCNCC2)n1 | / | 2%
COP(=O)(OC)C(C)NC(=O)OCc1ccccc1 (configuration not stated) | / | -16%
Cc1ccccc1CCC[C@@H](CC1CCCCC1)CN(C)C(=O)Oc1ccccc1 | / | -16%
CO[C@H]([C@H](C)/C=C/N(C)C=O)[C@@H](C)C(=O)CC[C@H](C)[C@H](O)[C@H](C)[C@H]1OC(=O)/C=C/C(C)=C/[C@H](O)[C@H](OC)C[C@@H]2C=CC[C@@H](C[C@H](OC)[C@@]3(CO3)[C@@H](OC)C[C@@H](OC)[C@@H]1C)O2 | / | ?
CC[C@H](C)[C@@H]1OC(=O)[C@H](C(C)C)N(C)C(=O)[C@H](C(C)C)NC(=O)[C@@H](C)[C@@H](CCCC#CBr)OC(=O)[C@H](C(C)C)N(C)C(=O)C2CCCN2C1=O (some centres not stated) | / | ?
COC(=O)C1=C[C@H]([C@@H](C)[C@H](OC)c2ccccc2Br)[C@@H]2[C@H]1c1ccccc1N2C | / | 29%
CC(NC(=O)OCc1ccccc1)P(=O)(Oc1ccccc1)Oc1ccccc1 (configuration not stated) | / | 24%
C=C(C=O)CC1CC(O)[C@]2(C)OC3CC4OC5C[C@]6(C)O[C@]7(C)CCC8OC9C[C@]%10(C)OC%11C(C)=CC(=O)OC%11CC%10OC9C[C@@H](C)C8OC7CC6O[C@]5(C)C/C=C\C4OC3CC2O1 (some centres not stated) | / | ?
S=P(c1ccccc1)(c1ccccc1)c1cnc2ccccn12 | / | 22µM*
Cc1ccc(NC(=O)Cn2cc(C(=O)c3ccccc3)c3ccccc32)cc1 | -18% | -7%
COc1ccc(NC(=O)CCc2nc(C3=CCN(Cc4cccc(Cl)c4)CC3)no2)cc1OC | -14% | 22%
CN1CCN(c2oc(-c3ccc(COc4ccccc4)o3)nc2C#N)CC1 | 13% | -21%
Cc1cc(NC(=O)c2cccn(Cc3cccc(Cl)c3)c2=O)no1 | -9% | -14%
Cc1cccc(NC(=O)Cn2cc(C(=O)c3ccccc3)c3ccccc32)c1C | -13% | -10%
O=C1CC(c2ccccc2Br)c2c(c3ccccc3oc2=O)O1 (configuration not stated) | 4% | 3%
CCN(CC)C(=O)c1ccc(NC(=O)CCn2nc(-c3ccc(Cl)cc3)c3ccccc3c2=O)cc1 | 7% | ?
CCc1ccc(-n2nc(C)c3c2NC(=O)CSC3c2ccc(C(=O)OC)cc2)cc1 (configuration not stated) | -35% | ?
O=C(Nc1ccccc1C(F)(F)F)c1cccn(Cc2ccccc2)c1=O | 0% | 3%
CN(C)c1ccc(NC(=O)c2sc3nc4c(cc3c2N)N2CCC4CC2)cc1 | -8% | -7%
CC(C)Cc1nc2cccnc2n1C1CCNCC1 | -16% | -6%
COc1ccc(-c2nc(CN3C(=O)CN=C(c4ccccc4)c4ccccc43)c(C)o2)cc1 | -26% | ?

24 of the compounds above, with values under each structure:
Below each SMILES – Abeta yeast res, FUS yeast rescue
CC(=O)N1c2ccccc2C(c2ccccc2)=NCC1C(=O)NCc1ccccc1 (configuration not stated)
→ /, -7%
S=P(c1ccccc1)(c1ccccc1)c1c[n+](Cc2ccccc2)c2ccccn12
→ /, 10%
O=C(O)c1cc2ccccc2n1C1CCN(Cc2ccccc2)CC1
→ /, -21%
COc1cc2c(c3oc4cccc(O)c4c(=O)c13)[C@@H]1C=CO[C@@H]1O2
→ /, -25%
Brc1csc(N2CCNCC2)n1
→ /, 2%
COP(=O)(OC)C(C)NC(=O)OCc1ccccc1 (configuration not stated)
→ /, -16%
Cc1ccccc1CCC[C@@H](CC1CCCCC1)CN(C)C(=O)Oc1ccccc1
→ /, -16%
CO[C@H]([C@H](C)/C=C/N(C)C=O)[C@@H](C)C(=O)CC[C@H](C)[C@H](O)[C@H](C)[C@H]1OC(=O)/C=C/C(C)=C/[C@H](O)[C@H](OC)C[C@@H]2C=CC[C@@H](C[C@H](OC)[C@@]3(CO3)[C@@H](OC)C[C@@H](OC)[C@@H]1C)O2
→ /, ?
CC[C@H](C)[C@@H]1OC(=O)[C@H](C(C)C)N(C)C(=O)[C@H](C(C)C)NC(=O)[C@@H](C)[C@@H](CCCC#CBr)OC(=O)[C@H](C(C)C)N(C)C(=O)C2CCCN2C1=O (some centres not stated)
→ /, ?
COC(=O)C1=C[C@H]([C@@H](C)[C@H](OC)c2ccccc2Br)[C@@H]2[C@H]1c1ccccc1N2C
→ /, 29%
CC(NC(=O)OCc1ccccc1)P(=O)(Oc1ccccc1)Oc1ccccc1 (configuration not stated)
→ /, 24%
C=C(C=O)CC1CC(O)[C@]2(C)OC3CC4OC5C[C@]6(C)O[C@]7(C)CCC8OC9C[C@]%10(C)OC%11C(C)=CC(=O)OC%11CC%10OC9C[C@@H](C)C8OC7CC6O[C@]5(C)C/C=C\C4OC3CC2O1 (some centres not stated)
→ /, ?
S=P(c1ccccc1)(c1ccccc1)c1cnc2ccccn12
→ /, 22µM*
Cc1ccc(NC(=O)Cn2cc(C(=O)c3ccccc3)c3ccccc32)cc1
→ -18%, -7%
COc1ccc(NC(=O)CCc2nc(C3=CCN(Cc4cccc(Cl)c4)CC3)no2)cc1OC
→ -14%, 22%
CN1CCN(c2oc(-c3ccc(COc4ccccc4)o3)nc2C#N)CC1
→ 13%, -21%
Cc1cc(NC(=O)c2cccn(Cc3cccc(Cl)c3)c2=O)no1
→ -9%, -14%
Cc1cccc(NC(=O)Cn2cc(C(=O)c3ccccc3)c3ccccc32)c1C
→ -13%, -10%
O=C1CC(c2ccccc2Br)c2c(c3ccccc3oc2=O)O1 (configuration not stated)
→ 4%, 3%
CCN(CC)C(=O)c1ccc(NC(=O)CCn2nc(-c3ccc(Cl)cc3)c3ccccc3c2=O)cc1
→ 7%, ?
CCc1ccc(-n2nc(C)c3c2NC(=O)CSC3c2ccc(C(=O)OC)cc2)cc1 (configuration not stated)
→ -35%, ?
O=C(Nc1ccccc1C(F)(F)F)c1cccn(Cc2ccccc2)c1=O
→ 0%, 3%
CN(C)c1ccc(NC(=O)c2sc3nc4c(cc3c2N)N2CCC4CC2)cc1
→ -8%, -7%
CC(C)Cc1nc2cccnc2n1C1CCNCC1
→ -16%, -6%

Continuation:
SMILES | Abeta yeast res | FUS yeast rescue
N#Cc1cccc(NC(=O)c2sc3nc4c(cc3c2N)N2CCC4CC2)c1 | -10% | -6%
O=C(Nc1ccc2c(c1)OCO2)c1cccn(Cc2ccc(F)cc2)c1=O | -15% | 15%
O=S1(=O)N(Cc2ccccc2Cl)CCCN1Cc1ccccc1Cl | -33% | 21%
Cc1cccc(-n2c(/C=C/c3cccc4ccccc34)nc3ccccc3c2=O)c1 | -8% | 36%
CCc1ccccc1NC(=O)c1cccn(Cc2ccccc2F)c1=O | 6% | -14%
O=C(Nc1ccon1)c1cccn(Cc2cccc([N+](=O)[O-])c2)c1=O | -23% | 2%
O=C(Nc1ccon1)c1cccn(Cc2ccccc2)c1=O | -14% | 6%
CC(C)c1ccc(NC(=O)CN2C(=O)CN=C(c3ccccc3)c3ccccc32)cc1 | 13% | -15%
O=C(Nc1ccon1)c1cccn(Cc2cccc(Cl)c2)c1=O | -8% | -8%
O=c1c2ccccc2nc(/C=C/c2ccccc2F)n1-c1cccc(O)c1 | -15% | -2%
O=C(COc1ccccc1[N+](=O)[O-])N1CCN(CCc2ccncc2)CC1 | -7% | -13%
Nc1c(C(=O)Nc2ccc(OC(F)(F)F)cc2)sc2nc3c(cc12)N1CCC3CC1 | -4% | -18%
Cc1ccccc1-c1nc(CN2C(=O)CN=C(c3ccccc3)c3ccccc32)c(C)o1 | -31%[inhibitor] | 43%
CC(=O)NS(=O)(=O)c1ccc(NC(=O)c2cccn(Cc3ccc(Cl)cc3)c2=O)cc1 | -3% | -14%
CCOc1ccc(NC(=O)c2cccn(Cc3cccc(Cl)c3)c2=O)cc1 | -4% | -7%
Cc1ccc(OCC(=O)Nc2ccc(Cl)cc2C(=O)c2ccccc2)c(Br)c1 | -4% | -21%
Cc1nnc(NC(=O)c2cccn(Cc3ccc(Cl)cc3)c2=O)s1 | -4% | -15%
COc1ccc(C)cc1NC(=O)N(Cc1ccc2c(c1)OCO2)C1CCN(Cc2ccccc2)CC1 | -6% | -9%
CCCCc1nn2c(=O)cc(COC(=O)Cc3ccccc3)nc2s1 | -23% | 7%
CCCC12CN3CC(C)(CN(C1)C3c1c(C)[nH]c(=O)[nH]c1=O)C2=O (configuration not stated) | -16% | -25%
O=C(Nc1ccc2c(c1)OCO2)c1cccn(Cc2cccc([N+](=O)[O-])c2)c1=O | -26% | 11%
COc1ccc(-c2nc(CN3C(=O)CN=C(c4ccccc4)c4cc(Cl)ccc43)c(C)o2)cc1 | -7% | ?
CCCOc1ccc(C2SCC(=O)Nc3c2c(C)nn3-c2cccc(C)c2)cc1OC (configuration not stated) | 13% | 14%
Cc1ccc(NC(=O)c2cccn(Cc3ccccc3C)c2=O)c(C)c1 | 7% | -6%
Cc1ccccc1-n1nc(C)c2c1NC(=O)CSC2c1ccc(N(C)C)cc1 (configuration not stated) | -7% | ?

Quoted from above, three compounds:
SMILES | Abeta yeast res | FUS yeast rescue
CCCOc1ccc(C2SCC(=O)Nc3c2c(C)nn3-c2cccc(C)c2)cc1OC (configuration not stated) | 13% | 14%
Cc1ccc(NC(=O)c2cccn(Cc3ccccc3C)c2=O)c(C)c1 | 7% | -6%
Cc1ccccc1-n1nc(C)c2c1NC(=O)CSC2c1ccc(N(C)C)cc1 (configuration not stated) | -7% | ?

(further entries)
SMILES | Abeta yeast res | FUS yeast rescue
Cc1ccccc1CN1C(=O)CN=C(c2ccccc2)c2cc(Cl)ccc21 | -18% | ?
Cc1ccc(NC(=O)CN2C(=O)CN=C(c3ccccc3)c3ccccc32)cc1Cl | 1% | 8%
Cn1c(=O)n(C)c2cc(CNCCc3ccccc3F)ccc21 | -14% | -24%
COc1ccc(CN2CCN(C(=O)COc3ccccc3)CC2)c(OC)c1 | -30% | -16%
Cc1cccc(Cn2cccc(C(=O)Nc3nc4ccccc4s3)c2=O)c1 | -15% | 3%
Cc1cc(OCC(=O)N2CCN(CCc3ccncc3)CC2)ccc1Cl | -3% | 6%
COc1ccccc1NC(=O)N(Cc1ccc2c(c1)OCO2)C1CCN(Cc2ccccc2)CC1 | -9% | 13%
COc1ccc(OCC(=O)N2CCN(Cc3cc(=O)n4nc(-c5ccc(OC)cc5)sc4n3)CC2)cc1 | -7% | 24%
O=C1CN=C(c2ccccc2Cl)c2cc(Cl)ccc2N1Cc1cccc(Cl)c1 | -21% | ?
Cc1cccc(-n2c(/C=C/c3ccccc3O)nc3ccccc3c2=O)c1 | -9% | 7%
O=c1c2ccccc2nc(/C=C\c2ccc(F)cc2)n1-c1ccccc1F | 3% | -20%
O=C(Nc1ccc2c(c1)OCCO2)c1cccn(Cc2ccccc2)c1=O | -28% | 18%
COc1cccc(-n2c(/C=C/c3ccccc3O)nc3ccccc3c2=O)c1 | -8% | 6%
O=C(Nc1ccc(Cl)cc1C(=O)c1ccccc1)c1ccccc1Br | -2% | 21%
